# CHRM5 agonist – human M5 muscarinic receptor agonists, primary screen, CHO-K1 cells, Fluo-8 calcium fluorescence. Muscarinic acetylcholine receptor M5 (Homo sapiens), P08912. CHO-K1 hM5 cells; 0% DMSO wells, 100% maximal acetylcholine response. activation, % at 3 µM. 360,000 tested, 0.19% active. AID 624037, 2012;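 active = activation above the run's mean over test compounds plus 3 SD, cut at about 23% in these data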;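 also: signal is peak over basal fluorescence ratio across the kinetic read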
# M1 PAM – human M1 muscarinic receptor positive allosteric modulators, primary screen, CHO-K1 cells, Fluo-8 calcium fluorescence, 1536-well; Muscarinic acetylcholine receptor M1 (Homo sapiens), P11229; CHO-K1 hM1, ACh EC20; 0% = ACh EC20, 100% = maximal ACh; activation, % at 3 µM; 360,000 tested, 0.088% active; AID 588819, 2011; in the data active = activation above about 19%, passing the limit was not always enough
# Target sequence (P11229 whole entry, looked up): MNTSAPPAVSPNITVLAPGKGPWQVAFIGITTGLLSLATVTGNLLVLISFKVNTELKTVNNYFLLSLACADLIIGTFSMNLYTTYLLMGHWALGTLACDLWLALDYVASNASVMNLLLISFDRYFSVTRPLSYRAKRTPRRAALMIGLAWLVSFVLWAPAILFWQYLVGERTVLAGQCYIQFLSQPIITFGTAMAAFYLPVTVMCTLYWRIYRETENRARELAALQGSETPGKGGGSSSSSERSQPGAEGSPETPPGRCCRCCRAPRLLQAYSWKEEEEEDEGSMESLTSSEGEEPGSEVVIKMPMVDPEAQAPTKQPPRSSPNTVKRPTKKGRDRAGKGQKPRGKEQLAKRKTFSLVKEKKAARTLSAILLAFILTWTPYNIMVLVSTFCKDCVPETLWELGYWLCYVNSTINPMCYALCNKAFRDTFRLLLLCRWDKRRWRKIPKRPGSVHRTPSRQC
# CHRM5 antagonist – human M5 muscarinic receptor antagonists, primary screen, CHO cells, Fluo-8 calcium fluorescence | Muscarinic acetylcholine receptor M5 (Homo sapiens), P08912 | 360,000 tested, 0.59% active | CHO-hM5 cells, ACh EC80 | inhibition, % at 3 µM;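 active = inhibition above a per-plate cutoff, the mean of that plate's test compounds plus 3 SD, cut at about 27% in these data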;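 also: 0% = acetylcholine EC80 with DMSO and 100% = DMSO without agonist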
# M5 PAM – human M5 muscarinic receptor positive allosteric modulators, primary screen, CHO-K1 cells, Fluo-8 calcium fluorescence; CHO-K1 hM5, ACh EC20 PAM; 0% = ACh EC20, 100% = ACh EC100; activation, % at 3 µM; AID 624038, 2012; 360,000 tested, 0.3% active;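 active = activation above the run cutoff, the mean activation of all test compounds plus 3 SD, cut at about 18% in these data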
#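 Assay system – human M5 receptor in CHO-K1 cells · Read-out – % activation, ACh-normalized · Technique – Fluo-8 calcium fluorescence · Dosing – single-point, 3 µM nominal · Incubation – Fluo-8 loading 80 min at 37 °C plus 30 min room temperature · Repeats – singlicate, one well per test compound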
# TAAR1 agonist – human TAAR1 agonists, primary screen, Fluo-8 calcium fluorescence, CHO RD-HGA16 cells; 360,000 tested, 0.99% active; AID 624467, 2012; vehicle wells 0%, saturating PEA agonist 100%; activation, % at 3 µM; Trace amine-associated receptor 1 (Homo sapiens), Q96RJ0;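 active = activation above the mean activation of all test compounds in the run plus 3 SD, cut at about 38% in these data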
# Target sequence (Q96RJ0 whole entry, looked up): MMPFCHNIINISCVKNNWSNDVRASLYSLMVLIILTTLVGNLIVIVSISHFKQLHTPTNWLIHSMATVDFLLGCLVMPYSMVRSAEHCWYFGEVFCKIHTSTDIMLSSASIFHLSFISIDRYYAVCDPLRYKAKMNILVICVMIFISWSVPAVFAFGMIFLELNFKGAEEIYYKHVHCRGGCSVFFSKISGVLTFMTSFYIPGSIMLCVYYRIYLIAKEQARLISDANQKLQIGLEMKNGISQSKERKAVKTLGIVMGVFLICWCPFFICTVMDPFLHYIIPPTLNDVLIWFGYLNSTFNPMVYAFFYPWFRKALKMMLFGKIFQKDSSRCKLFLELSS
#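 Signal – calcium-sensitive Fluo-8 signal, excitation 470-495, emission 515-575 nm · System – RD-HGA16 (CHO) cells co-expressing Gα16 and hTAAR1 · Incubation – 17-24 h seeding, 75 min 37 °C dye, 30 min RT · Compound dosing – 3 µM single concentration · Repeats – no replicates (n 1)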
# CHRM1 agonist – human M1 muscarinic receptor agonists, primary screen, Fluo-8 calcium fluorescence, CHO-K1 cells, HTS | CHO-K1 hM1, agonist mode; 0% DMSO, 100% acetylcholine EC100 | activation, % at 3 µM | 360,000 tested, 0.33% active | Muscarinic acetylcholine receptor M1 (Homo sapiens), P11229 | AID 588814, 2011;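 active = activation above the run's mean compound activation plus 3 SD, cut at about 16% in these data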;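 also: peak over basal fluorescence ratio within a 140 s kinetic read after compound addition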
# CHRM1 antagonist – human M1 muscarinic receptor antagonists, primary screen, CHO-K1 cells, Fluo-8 calcium fluorescence, 1536-well | AID 588852, 2011 | Muscarinic acetylcholine receptor M1 (Homo sapiens), P11229 | 360,000 tested, 1.3% active | CHO-K1 hM1, ACh EC80 antagonist | inhibition, % at 3 µM;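 active = percent inhibition above its own plate's cutoff, namely the mean of that plate's compound wells plus 3 SD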;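 also: peak over basal fluorescence ratio during 140 s after agonist addition; 0% = ACh EC80 plus DMSO and 100% = DMSO alone without agonist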
# CHRM4 antagonist – human M4 muscarinic receptor antagonists, primary screen, CHO cells, Fluo-8 calcium fluorescence; Muscarinic acetylcholine receptor M4 (Homo sapiens), P08173; CHO-hM4 cells, ACh EC80; inhibition, % at 3 µM; 360,000 tested, 0.73% active; AID 624125, 2012;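 active = inhibition above its plate's cutoff, the mean inhibition of sample wells plus 3 SD, cut at about 27% in these data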;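 also: 0% = acetylcholine EC80 with DMSO and 100% = DMSO without agonist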
# M4 ag – human M4 muscarinic receptor agonists, primary screen, CHO-K1 cells, Fluo-8 calcium fluorescence | Muscarinic acetylcholine receptor M4 (Homo sapiens), P08173 | CHO-K1 hM4/Gqi5; vehicle 0%, full acetylcholine response 100% | activation, % at 3 µM | 360,000 tested, 0.14% active | AID 624127, 2012;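 active = activation above the run mean over all test wells plus 3 SD, cut at about 32% in these data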;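 also: peak over basal fluorescence ratio per well then scaled between controls; 0% = DMSO wells and 100% = acetylcholine at EC100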
# Active calls of the source: *; · = no result given; & = joins results of further samples.
SMILES,CHRM5 agonist,M1 PAM,CHRM5 antagonist,M5 PAM,TAAR1 agonist,CHRM1 agonist,CHRM1 antagonist,CHRM4 antagonist,M4 ag
COc1ccccc1S(=O)(=O)N(C)C[C@@H]1OCc2cnnn2CCCC(=O)N([C@@H](C)CO)C[C@H]1C,1,-6,18,-6,-1,-4,-4,6,0
O=C(CSCc1ccccc1Br)N/N=C/c1ccc2c(c1)OCO2,7,-3,7,-15,7,1,9,-3,10
CC(=O)NC(c1ccccc1)c1nc(-c2ccccc2C)cs1 (stereo unspecified),-1,10,1,-4,3,-2,-17,-20,2
COC(=O)C[C@H](NC(=O)Cn1cnc(C(=O)Nc2ccc(C)c(C)c2)n1)C(=O)OC,2,3,-2,-2,7,-3,-10,1,0
CCOc1ccc(NC(=O)C2CCCN2C(=O)OCc2ccccc2)cc1 (stereo unspecified),-1,14,-14,6,-1,-9,-14,-26,2
CCc1ccc([C@H]2[C@@H]3C(=O)C[C@@H]4C(=O)N(Cc5ccccc5)C(=O)[C@@H]4[C@@H]3CN2S(=O)(=O)c2ccc(C)cc2)cc1,-1,-13,-2,-8,3,-10,16,4,1
Cc1ccsc1C(=O)OCC(=O)c1cc(C)n(CC2CCCO2)c1C (stereo unspecified),-4,7,0,0,4,1,-11,2,3
C/C(=N\NC(=O)c1ccc(NS(=O)(=O)c2cccs2)cc1)c1ccc2ccccc2c1,-1,1,-6,-2,-2,-9,2,8,0
S=C1NCC(c2ccccc2)S1 (stereo unspecified),-5,9,4,18*,0,-2,-19,-16,1
CCOC(=O)C1CCCN(C(=O)c2ccc(Cl)c(S(=O)(=O)N3CCCCCC3)c2)C1 (stereo unspecified),0,6,-1,-1,2,-4,-7,-4,7
Cc1cccc(C)c1OCCOCCN1CCN(C)CC1,1&-4,15&5,7&-1,5&3,1&12,-4&-6,-18&-8,2&-9,0&1
NC(=O)c1nsc(C(=O)N(c2cccc(O)c2)C(C(=O)NC2CCCC2)c2ccc(Cl)cc2)c1N (stereo unspecified),-2,3,20,-7,0,-5,3,7,7
CCC(C)C(NC(=O)c1ccc(Cl)cc1)C(=O)Nc1cccnc1 (stereo unspecified),-8,0,12,-5,9,-7,18,0,1
CC(C)CC1(C)NC(=O)N(CC(=O)Nc2cccc(S(=O)(=O)N(C)c3ccccc3)c2)C1=O (stereo unspecified),-1,2,6,3,1,-5,4,4,2
COc1cccc(C(=O)Nc2nc(-c3ccccc3)c(-c3ccccc3)o2)c1,0,1,2,-2,3,-7,-1,-6,0
COc1cc(/C=N/Nc2nc(N3CCCC3)nc(N3CCCC3)n2)ccc1O,6,-1,1,-4,9,-4,1,8,7
CCCN=C1N(C)C[C@@H]2[C@@H]3C(=O)N(Cc4ccccc4)C(=O)[C@@H]3[C@](Cc3ccccc3)(C(=O)OC)N12,-1,7,2,1,2,-5,-11,-16,0
Cc1nn(CC(=O)Nc2ccc(Cl)c(S(=O)(=O)N(C)C)c2)c(C)c1[N+](=O)[O-],1,-3,-9,-8,6,-5,6,-5,6
Cc1occc1C(=O)N/N=C/c1ccc[nH]1,-3,12,-6,-1,0,-2,-17,1,1
CCc1c(C)nc2nc(SCc3ccccc3)[nH]n2c1=O,3,-4,3,-4,0,2,2,-2,6
COc1ccc(N2C(=O)c3ccccc3NC2c2ccccc2O)cc1 (stereo unspecified),-1,-9,1,1,4,-10,15,-7,1
CC(C)C(NC(=O)c1ccccc1F)C(=O)NCc1ccccc1 (stereo unspecified),-2,-2,10,-6,1,-7,4,17,0
CN(CC(=O)Nc1ccc(Cl)cc1)C(=O)CCC1CCCC1,-3,18,9,-6,3,3,-12,3,0
CC1CCN(C2=NC(=O)/C(=C/c3cn[nH]c3-c3ccccc3)S2)CC1,1,6,-4,-5,-2,-8,-5,2,5
C#CCOCCOCCOCCNc1nc(N2CCN(C(=O)Cn3cc(CC(C)O)nn3)CC2)nc(N2CCN(C(=O)[C@H](CCCCN)n3cc(CCCC)nn3)CC2)n1 (stereo partly specified),4,1,-1,1,0,-2,3,-6,3
COc1cccc(Oc2c(C)oc3c(CN4CCOCC4)c(O)ccc3c2=O)c1,-16,5,1,13,-1,-7,-17,-8,0
CCOC(=O)c1cnc(-c2ccccc2)nc1Oc1ccc(Cl)cc1,-2,-4,-7,2,5,-2,5,0,0
COc1ccc(NC(=O)c2ccc(CN3CCN(c4ccccc4)CC3)cc2)cc1OC,-3,2,0,-3,·,3,1,-10,5
CC(SCc1ccccc1)C(=O)N/N=C/c1ccc2c(c1)OCO2 (stereo unspecified),-1,1,3,-6,13,-1,-15,8,1
O=C(NCc1ccccn1)Nc1ccc(F)cc1F,-3,5,16,-5,4,-1,5,12,0
O=C(Nc1nccs1)c1ccc(-c2ccc(F)cc2)o1,-9,4,2,-1,-1,-7,-11,-4,4
COc1ccc(C(C)(C)C)cc1NC(=O)CCN1C(=O)NC(C)(C)C1=O,0,5,9,-2,9,-4,-3,-21,2
CCC(Sc1nc(N)c(NC(=O)c2ccco2)c(=O)[nH]1)C(=O)O (stereo unspecified),-4,12,6,-3,1,-2,-13,-11,1
COC(=O)N1C(=O)[C@](c2ccsc2)(C(C)C)N1C(=O)OC,3,11,3,0,14,-6,-12,9,1
O=C(COC(=O)c1cccnc1Cl)Nc1ccc2c(c1)OCO2,2,-10,3,-2,7,-3,5,0,0
O=S(=O)(c1cccs1)N1CCc2ccccc21,-5,5,0,-2,15,-3,-10,1,0
Cc1ccsc1C(=O)N1CCC1(C)C(=O)NS(=O)(=O)c1ccccc1C(F)(F)F (stereo unspecified),1,4,-7,-1,-1,-2,-15,5,1
COc1cc(C(=O)Oc2ccccc2)ccc1OCc1c(C)noc1C,0,10,1,-11,-2,-3,-16,0,1
O=C1C(c2ccncc2)=C(O)c2ccccc21,-6,4,-1,3,17,-3,-22,-4,0
O=C(COC(=O)c1cccs1)Nc1cccc(Cl)c1,6,-1,-1,2,5,-3,4,11,2
COc1ccc(NC(C)=O)cc1S(=O)(=O)N1CCN(C(=O)c2ccccc2F)CC1,1,0,0,1,0,-3,2,11,0
O=C(CNC(=O)c1ccccc1)NCCCSc1ccccc1,2,5,9,3,1,-3,-13,-10,1
CC1CC(=O)C(C2c3ccccc3CCN2C(=O)CCl)C(=O)C1 (stereo unspecified),-2,10,0,1,1,-5,-2,4,0
CC(O)c1cccc(NC(=O)Nc2cccc(NC(=O)Nc3cccc(C(C)O)c3)c2)c1 (stereo unspecified),-4,4,7,-3,3,-4,-10,1,-2
Cc1cccnc1NC(=O)CNC(=O)C1CCCCC1,1,8,2,-2,1,-3,-5,7,1
COc1ccccc1NS(=O)(=O)c1cccc(C(=O)NNC(=O)c2ccc(NC(C)=O)cc2)c1,0,-6,4,2,7,-2,12,7,0
O=C(Nc1ccccc1Cl)C1CCCN(S(=O)(=O)c2cccc3cccnc23)C1 (stereo unspecified),4,7,-11,2,7,0,-6,4,18
CC(C)(C)c1ccc(NS(=O)(=O)c2ccc(N)cc2)cc1,0,18,2,-3,29,2,-15,-5,3
O=C(CCC(=O)OCC(=O)c1ccc([N+](=O)[O-])cc1)NC1CCCCC1,-2,3,6,-7,3,-8,-13,-11,1
CN(CC(=O)NCC1CCCO1)S(=O)(=O)c1ccc2ccccc2c1 (stereo unspecified),-1,0,-7,0,0,-3,0,-8,3

# (list continues)
SMILES,CHRM5 agonist,M1 PAM,CHRM5 antagonist,M5 PAM,TAAR1 agonist,CHRM1 agonist,CHRM1 antagonist,CHRM4 antagonist,M4 ag
CCOc1ccc(Nc2nnc(SCc3nc4ccccc4c(=O)[nH]3)s2)cc1,0,2,9,-7,0,-5,-4,-2,1
CC(=O)c1c(C)[nH]c(C(=O)COC(=O)c2ccc(Cl)nc2)c1C,5,4,2,-4,2,1,-8,-3,2
O=C(Oc1cccc(NC2=NS(=O)(=O)c3ccccc32)c1)c1ccncc1,1,9,8,4,8,-3,-3,-7,3
COc1ccc2oc(C(=O)Nc3nc(-c4ccccn4)cs3)c(C)c2c1,0,6,4,6,2,-1,-6,-4,7
COc1cc(/C=N/n2c(COc3ccccc3)n[nH]c2=S)cc(OC)c1OC(C)=O,-2,6,1,-3,3,-5,-3,0,2
CCOC(=O)C1=C(C)Nc2ccccc2N=C1N,-3,9,-1,6,1,-5,-11,-2,2
CN(Cc1cccs1)C(=O)CCc1ccc(S(=O)(=O)N2CCOCC2)cc1,0,6,1,-6,1,-3,-11,-8,3
O=C(O)CCCCCCNC(=O)c1cncc(O)c1,-2,-3,-20,-1,11,-5,3,-5,0
O=C(c1ccc(Cn2cnnn2)cc1)N1CCCC(Nc2ccc(F)c(F)c2)C1 (stereo unspecified),-1,2,-12,1,5,1,-5,7,1
Cc1csc(=O)n1CCC(=O)OCC(=O)Nc1ccc(C(N)=O)cc1,-1,-2,-3,6,3,-4,-1,6,0
CCCC[C@@H]1CNCCN1CCc1cc(C(F)(F)F)cc(C(F)(F)F)c1,-13,-27,19,-38,24,-12,34*,-5,2
CC(=O)Nc1c(-c2ccccc2)nc2cc(C)ccn12,-3,11,10,-7,6,-3,-14,-10,2
O=C(Nc1ncc(Cc2ccccc2)s1)C1=NCCN1,2,6,8,7,1,-6,-2,6,1
O=C(COC(=O)/C=C/c1cccc(Br)c1)Nc1ccc(Cl)cn1,-1,1,4,2,0,-4,-3,0,15
Cc1onc(-c2ccccc2Cl)c1-c1nc(-c2ccccn2)no1,-13,3,-6,-7,6,-3,-6,-6,1
Cc1ccc(S(C)(=O)=N/C=C2\C(=O)c3sccc3N(C)S2(=O)=O)cc1 (stereo unspecified),1,3,15,-4,2,-4,-7,-2,0
Cc1ccnc(NC(=O)C2CC(=O)N(c3ccc4c(c3)OCCO4)C2)c1 (stereo unspecified),0,9,0,-2,0,1,-9,-2,2
COc1ccccc1C1CCN(C(=O)c2cnn(-c3ccccc3)c2C)CC1,-1,-8,8,-11,8,-3,15,-3,11

# Just CHRM4 antagonist, for some of the entries so far:
canonical_smiles,CHRM4 antagonist
O=C(Nc1ncc(Cc2ccccc2)s1)C1=NCCN1,6
O=C(COC(=O)/C=C/c1cccc(Br)c1)Nc1ccc(Cl)cn1,0
Cc1onc(-c2ccccc2Cl)c1-c1nc(-c2ccccn2)no1,-6

# This is a subset. The share of hits here may be higher or lower than overall.
